Assay outcomes from PubChem.
OXTR potentiate: potentiates the human oxytocin receptor response; 0.061% of 320,000 active; CHO-OTR cells, Fluo-8 calcium fluorescence, potentiator mode; 0% = oxytocin EC15, 100% = EC100; P30559; activation, % at 3 µM; AID 2445;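 active means activation above that plate's cutoff, the mean activation of tested compounds plus 3 SD, cut at about 6.6% in these data, passing the limit was not always enough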;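 further: 100% uses oxytocin at 75 nM as the full agonist control; some results filed as inactive read as strong as hits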
Target sequence (P30559 whole entry, looked up): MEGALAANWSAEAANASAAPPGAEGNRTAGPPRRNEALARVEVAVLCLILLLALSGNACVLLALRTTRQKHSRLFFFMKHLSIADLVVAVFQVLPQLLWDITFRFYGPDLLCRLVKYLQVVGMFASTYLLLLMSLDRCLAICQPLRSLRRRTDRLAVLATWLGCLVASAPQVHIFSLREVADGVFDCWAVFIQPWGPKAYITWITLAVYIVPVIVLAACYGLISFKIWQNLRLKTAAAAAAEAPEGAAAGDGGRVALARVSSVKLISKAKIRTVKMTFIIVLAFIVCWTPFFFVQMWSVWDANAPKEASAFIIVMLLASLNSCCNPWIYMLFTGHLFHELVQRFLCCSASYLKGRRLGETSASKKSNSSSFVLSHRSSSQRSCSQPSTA
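System: human OTR in CHO cells; Also added: sub-maximal oxytocin, roughly EC15; Timing: compound 6 min at room temperature before oxytocin, 100 s read; Technique: Fluo-8 intracellular calcium fluorescence, ex 470-495, em 515-575 nm; Controls: oxytocin EC15 low and EC100 high; Replication: singlicate.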
GPR7 antag: human neuropeptides B/W receptor 1 antagonism; P48145; GPR7-expressing cells, fluorescence antagonist assay; inhibition, % at 4.4 µM; 1.1% of 290,000 active; in the data active means inhibition above about 16%, passing the limit was not always enough;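 further: cells stimulated with the agonist NPW; 0% = agonist with vehicle and 100% = vehicle without agonist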
CHO parental Ca: counter-screen: ATP calcium response change in parental CHO cells. parental CHO-K1, ATP-induced calcium, Fluo-8 fluorescence. inhibition, % at 5.6 µM. 0.63% of 330,000 active;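 active means inhibition above that plate's mean sample inhibition plus 3 SD, cut at about 26% in these data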;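 further: 0% = ATP-challenged DMSO wells and 100% = DMSO wells without ATP; some compounds past the cut are filed as inactive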
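Test system: parental CHO cells; detection: calcium-sensitive Fluo-8 fluorescence; evaluation: percent inhibition of calcium signal; also added: ATP as calcium-mobilizing challenge; repeats: one well per compound; control set: ATP-challenged DMSO wells low, unchallenged DMSO wells high; compound: single nominal dose of 5.6 µM per compound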
M1 ag parental: counter-screen for M1 agonists: effect in parental CHO-K1 cells | Fluo-8 calcium fluorescence; scaled to maximal ATP response, vehicle zero | 0.48% of 360,000 active | activation, % at 3 µM; in the data active means activation above about 15%;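 further: untransfected CHO-K1 host cells lacking M1 receptor as counterscreen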
OXTR agonist: human OXTR agonism; P30559; CHO-OTR cells, Fluo-8 calcium fluorescence; normalized: DMSO 0%, oxytocin 100%; activation, % at 3 µM; 0.32% of 320,000 active;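 active means activation above the mean of all tested compounds plus 3 SD, cutoff set per screening run, cut at about 20% in these data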;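 further: peak over basal fluorescence ratio from a 100 s FLIPR kinetic read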
CHO-K1 Ca antag: nonselective inhibitor or artifact in parental CHO-K1 cells | AID 602250 | 0.6% of 360,000 active | ATP-induced calcium, Fluo-8 fluorescence | inhibition, % at 3 µM;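 active means inhibition above a per-plate cutoff, the plate's mean sample inhibition plus 3 SD, cut at about 24% in these data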;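 further: 0% = DMSO plus EC80 ATP and 100% = DMSO alone without ATP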
V1aR counter: counter-screen for oxytocin receptor agonists: human V1a receptor agonists | 0.25% of 320,000 active | AID 2797 | CHO-V1R cells, Fluo-8 calcium fluorescence, agonist mode; 0% DMSO, 100% 3 nM vasopressin | P37288 | activation, % at 3 µM;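 active means activation above the mean activation of all tested compounds plus 3 SD, per screening run, cut at about 20% in these data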;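 further: signal is peak over basal fluorescence ratio across a 100 second FLIPR read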
Target sequence (P37288 whole entry, looked up): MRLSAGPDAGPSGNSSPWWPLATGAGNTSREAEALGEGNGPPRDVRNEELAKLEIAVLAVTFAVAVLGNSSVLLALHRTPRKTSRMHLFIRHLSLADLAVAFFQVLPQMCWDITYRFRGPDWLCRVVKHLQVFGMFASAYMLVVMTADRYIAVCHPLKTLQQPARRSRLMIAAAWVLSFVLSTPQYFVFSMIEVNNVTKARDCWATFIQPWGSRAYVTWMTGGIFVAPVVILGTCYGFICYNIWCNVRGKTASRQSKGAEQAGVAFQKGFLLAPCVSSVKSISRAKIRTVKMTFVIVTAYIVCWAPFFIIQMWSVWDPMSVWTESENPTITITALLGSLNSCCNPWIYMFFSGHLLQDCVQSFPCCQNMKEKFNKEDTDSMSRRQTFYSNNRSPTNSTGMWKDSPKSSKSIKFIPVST
M1 PAM parental: counter-screen for M1 PAMs: effect in parental CHO-K1 cells. ATP EC20, Fluo-8 calcium fluorescence; 0% at ATP EC20, 100% at ATP max. activation, % at 3 µM. 0.02% of 360,000 active. AID 602247;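 active means activation above the run cutoff, the mean activation of all test compounds plus 3 SD, cut at about 40% in these data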;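 further: peak over basal fluorescence ratio in a 140 s read after ATP addition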
TAAR1 antagonist: human TAAR1 antagonism; CHO RD-HGA16 TAAR1, Fluo-8 calcium fluorescence, antagonist; inhibition, % at 3 µM; 1.5% of 360,000 active; AID 624466;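 active means inhibition above a per-plate cutoff, the mean inhibition of test compounds on that plate plus 3 SD, cut at about 49% in these data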;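 further: 0% = DMSO plus EC80 beta-PEA response and 100% = DMSO alone without agonist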
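System: CHO RD-HGA16 cells bearing hTAAR1. Reagent: EC80 β-phenethylamine stimulus. Schedule: seeding 17-24 h prior, 75-min 37 °C, 30-min RT dye loading. Signal: Fluo-8 intracellular calcium dye fluorescence, real-time kinetic reads. Read-out: % inhibition from peak post-agonist over basal fluorescence ratio. Benchmarks: vehicle wells and EC80 agonist wells. Replicates: n of 1.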
* = called active by the depositor.

Screening CCCNC(=O)CCn1cc(-c2ccc(OC)cc2)nc1-c1ccncc1 returned OXTR potentiate 3, GPR7 antag -1, CHO parental Ca -10, M1 ag parental -0.4, OXTR agonist -1.2, CHO-K1 Ca antag -11, V1aR counter 1.2, M1 PAM parental 28 and TAAR1 antagonist -1.
`CC1(c2ccc(OC(F)F)cc2)NC(=O)N(CC(=O)NCCC2=CCCCC2)C1=O` (stereo unspecified) gave OXTR potentiate -9, CHO parental Ca -9, M1 ag parental 2.9, OXTR agonist 12, CHO-K1 Ca antag 6, V1aR counter 11, M1 PAM parental -6 and TAAR1 antagonist 14.
CCOC(=O)CSC1=C(C#N)C(c2ccco2)C(C(=O)Nc2cccc(C(F)(F)F)c2)=C(C)N1 (stereo unspecified) was read as OXTR potentiate -14, GPR7 antag -12, CHO parental Ca -5, M1 ag parental 4.3, OXTR agonist 0.5, CHO-K1 Ca antag -16, V1aR counter 1.8, M1 PAM parental 5 and TAAR1 antagonist 48.
`N#CC1=C(SCC(=O)Nc2nccs2)NC(=O)CC1c1ccccc1` (stereo unspecified) gave OXTR potentiate -4, GPR7 antag -8, CHO parental Ca -9, M1 ag parental -0.3, OXTR agonist 0.9, CHO-K1 Ca antag -6, V1aR counter -0.7, M1 PAM parental -6 and TAAR1 antagonist 3.
For COc1ccc(/C=N/NC(=O)CCc2c(C)n[nH]c2C)cc1O the results were OXTR potentiate -1, GPR7 antag 2, CHO parental Ca 16, M1 ag parental -0.3, OXTR agonist 0.9, CHO-K1 Ca antag 7, V1aR counter -1.2, M1 PAM parental 1 and TAAR1 antagonist 13.
c1ccc(CSc2nnc([C@@H]3CCCN3)o2)cc1 was read as OXTR potentiate -10, GPR7 antag -6, CHO parental Ca 4, M1 ag parental 0.4, OXTR agonist 0.8, CHO-K1 Ca antag -8, V1aR counter -0.2, M1 PAM parental 17 and TAAR1 antagonist -11.
CCN(CC)c1ccc2c(cc1=O)[C@@H](NC)CCc1cc(OC)c(OC)c(OC)c1-2 was read as OXTR potentiate -9, GPR7 antag 21, CHO parental Ca -15, M1 ag parental 0.3, OXTR agonist 0.1, CHO-K1 Ca antag -9, V1aR counter 0.4, M1 PAM parental -24 and TAAR1 antagonist 3.
Cn1c2ccccc2c(=O)c2c(=O)n(C3CCCCC3)c(-c3cccs3)nc21 was read as OXTR potentiate -7, GPR7 antag -2, CHO parental Ca -21, M1 ag parental 0.2, OXTR agonist 19, CHO-K1 Ca antag 6, V1aR counter 21*, M1 PAM parental -11 and TAAR1 antagonist 8.
Cc1ccc(CSc2nnc([C@@H]3CCCN3)o2)cc1 was read as OXTR potentiate -11, GPR7 antag -11, CHO parental Ca -3, M1 ag parental -0.2, OXTR agonist -0.2, CHO-K1 Ca antag 0, V1aR counter 0.7, M1 PAM parental 1 and TAAR1 antagonist 8.
`Clc1ccc(CSc2ncn(-c3ccccc3)n2)cc1` gave OXTR potentiate 0, GPR7 antag -12, CHO parental Ca -3, M1 ag parental 0.1, OXTR agonist -1.0, CHO-K1 Ca antag 3, V1aR counter -0.6, M1 PAM parental 9 and TAAR1 antagonist 5.
Screening CCOC(=O)C1CCCN(C(=O)c2cc(S(=O)(=O)N3CCCCC3)c[nH]2)C1 (stereo unspecified) returned OXTR potentiate -4, GPR7 antag 12, CHO parental Ca 10, M1 ag parental 1.1, OXTR agonist 0.5, CHO-K1 Ca antag -7, V1aR counter 1.8, M1 PAM parental 22 and TAAR1 antagonist 10.
Cc1ccnc(NS(=O)(=O)c2ccc(NC(=O)c3ccc(S(=O)(=O)N4CC(C)OC(C)C4)cc3)cc2)n1 (stereo unspecified) was read as OXTR potentiate -4, GPR7 antag -3, CHO parental Ca -2, M1 ag parental 0.3, OXTR agonist 0.2, CHO-K1 Ca antag 0, V1aR counter 0.3, M1 PAM parental 27 and TAAR1 antagonist 5.
CCCCN(C)C(=O)c1sc(=O)n(Cc2ccc(Cl)c(Cl)c2)c1C was read as M1 ag parental 0.5, CHO-K1 Ca antag 7, M1 PAM parental -6 and TAAR1 antagonist 9.
CCCOc1ccc(CCc2n[nH]c(=S)n2-c2ccccc2)cc1 was read as OXTR potentiate -10, GPR7 antag -7, CHO parental Ca -7, M1 ag parental 3.7, OXTR agonist 1.2, CHO-K1 Ca antag -17, V1aR counter 2.0, M1 PAM parental 8 and TAAR1 antagonist -5.
Screening COCCn1c(N)c(N(Cc2ccccc2)C(=O)C2CCCCC2)c(=O)[nH]c1=O returned OXTR potentiate -5, GPR7 antag -4, CHO parental Ca -6, M1 ag parental 0.1, OXTR agonist -0.5, CHO-K1 Ca antag -16, V1aR counter -1.5, M1 PAM parental 3 and TAAR1 antagonist -12.
`Nc1nc(=O)n(C2CCC(CO)O2)cc1F` (stereo unspecified) gave M1 ag parental 2.2, CHO-K1 Ca antag -16, M1 PAM parental 14 and TAAR1 antagonist -12.
For CC1CCCCN1C(=O)CSc1nnc(-c2ccco2)n1CC1CCCO1 (stereo unspecified) the results were OXTR potentiate -2, GPR7 antag 6, CHO parental Ca 3, M1 ag parental -0.3, OXTR agonist 1.3, CHO-K1 Ca antag 3, V1aR counter -0.4, M1 PAM parental 1 and TAAR1 antagonist 11.
COc1cccc(C2C(C(=O)c3cc4ccccc4o3)=C(O)C(=O)N2c2cc(C)on2)c1 (stereo unspecified) was read as OXTR potentiate 1, GPR7 antag 4, CHO parental Ca -13, M1 ag parental 0.5, OXTR agonist -0.2, CHO-K1 Ca antag -5, V1aR counter -0.3, M1 PAM parental 18 and TAAR1 antagonist -12.
For Cc1ccc(C(=O)Nc2ccc3ncccc3c2)cc1 the results were OXTR potentiate -1, GPR7 antag 1, CHO parental Ca -16, M1 ag parental -0.1, OXTR agonist -0.5, CHO-K1 Ca antag -14, V1aR counter -0.2, M1 PAM parental 0 and TAAR1 antagonist 3.
For COc1ccc(S(=O)(=O)N(C)[C@H]2C[C@H]3c4cc(-c5ccccc5)ccc4CCN3C(=O)[C@H]2[C@H](C)O)cc1 the results were M1 ag parental 1.9, CHO-K1 Ca antag -1, M1 PAM parental -7 and TAAR1 antagonist 56*.

Ordered by length of the SMILES (ascending): some entries from above.
For CC1CCCCN1C(=O)CSc1nnc(-c2ccco2)n1CC1CCCO1 (stereo unspecified) the results were OXTR potentiate -2, GPR7 antag 6, CHO parental Ca 3, M1 ag parental -0.3, OXTR agonist 1.3, CHO-K1 Ca antag 3, V1aR counter -0.4, M1 PAM parental 1 and TAAR1 antagonist 11.
CCCCN(C)C(=O)c1sc(=O)n(Cc2ccc(Cl)c(Cl)c2)c1C was read as M1 ag parental 0.5, CHO-K1 Ca antag 7, M1 PAM parental -6 and TAAR1 antagonist 9.
Cc1ccnc(NS(=O)(=O)c2ccc(NC(=O)c3ccc(S(=O)(=O)N4CC(C)OC(C)C4)cc3)cc2)n1 (stereo unspecified) was read as OXTR potentiate -4, GPR7 antag -3, CHO parental Ca -2, M1 ag parental 0.3, OXTR agonist 0.2, CHO-K1 Ca antag 0, V1aR counter 0.3, M1 PAM parental 27 and TAAR1 antagonist 5.

(cont.)
Screening CC1=NN(c2nc(-c3ccc(F)cc3)cs2)C(=O)C1 returned OXTR potentiate -6, GPR7 antag -11, CHO parental Ca 1, M1 ag parental 0.2, OXTR agonist 0.9, CHO-K1 Ca antag 0, V1aR counter -0.4 and M1 PAM parental 4.
O=S(=O)(NC12CC3CC(CC(C3)C1)C2)c1ccc(F)cc1 was read as OXTR potentiate -8, GPR7 antag -2, CHO parental Ca -27, M1 ag parental 3.1, OXTR agonist -1.6, CHO-K1 Ca antag -3, V1aR counter -1.7, M1 PAM parental 23 and TAAR1 antagonist -4.
Cc1ccc(Nc2c(O)nc[nH]c2=O)cc1 was read as M1 ag parental 1.2, CHO-K1 Ca antag -11, M1 PAM parental 15 and TAAR1 antagonist 6.
For O=C(Nc1cccc(Cl)c1Cl)c1ccco1 the results were M1 ag parental 0.2, CHO-K1 Ca antag -7, M1 PAM parental 8 and TAAR1 antagonist -17.
For O=C(CCCCCn1c(=S)[nH]c2ccc(N3CCOCC3)cc2c1=O)NCCc1ccccc1 the results were OXTR potentiate 1, GPR7 antag 0, CHO parental Ca -9, M1 ag parental 0.1, OXTR agonist 0.1, CHO-K1 Ca antag -10, V1aR counter 0.3, M1 PAM parental 4 and TAAR1 antagonist 22.
For CC1CN(CCS(=O)(=O)c2cc(Cl)ccc2Cl)CC(C)O1 (stereo unspecified) the results were OXTR potentiate -5, GPR7 antag 8, CHO parental Ca 3, M1 ag parental 0.2, OXTR agonist 0.6, CHO-K1 Ca antag -4, V1aR counter 0.9, M1 PAM parental -15 and TAAR1 antagonist 10.
COc1ccccc1NC(=O)COC(=O)c1ccccc1OCC(=O)Nc1ccc(SC(F)F)cc1 was read as OXTR potentiate -8, GPR7 antag -10, CHO parental Ca -17, M1 ag parental 0.5, OXTR agonist 0.7, CHO-K1 Ca antag -6, V1aR counter 0.8, M1 PAM parental 15 and TAAR1 antagonist 34.
Screening CN(C)S(=O)(=O)N1CCN(CC(=O)Nc2cc(Cl)ccc2Cl)CC1 returned OXTR potentiate -4, GPR7 antag 13, CHO parental Ca -15, M1 ag parental 4.2, OXTR agonist 2.9, CHO-K1 Ca antag -4, V1aR counter 1.9, M1 PAM parental 6 and TAAR1 antagonist 6.
`CCS(=O)(=O)N1CCN(c2cccc(C)c2C)CC1` gave OXTR potentiate 1, GPR7 antag 7, CHO parental Ca 5, M1 ag parental 0.4, OXTR agonist -1.9, CHO-K1 Ca antag 8, V1aR counter -0.6, M1 PAM parental -7 and TAAR1 antagonist -7.
CC1CCN(S(=O)(=O)c2ccc(S(=O)(=O)NCc3ccco3)cc2)CC1 was read as OXTR potentiate -2, GPR7 antag 20*, CHO parental Ca -6, M1 ag parental 0.9, OXTR agonist -1.0, CHO-K1 Ca antag -10, V1aR counter -0.1, M1 PAM parental 15 and TAAR1 antagonist -21.
For CCOC(=O)c1c(NC(C)=O)sc2c1CCN(Cc1ccccc1)C2 the results were OXTR potentiate -5, GPR7 antag 5, CHO parental Ca -7, M1 ag parental 2.6, OXTR agonist 4.8, CHO-K1 Ca antag -9, V1aR counter 13, M1 PAM parental 14 and TAAR1 antagonist 6.
Screening COC(=O)c1c(NC(C)=O)csc1C returned OXTR potentiate -10, GPR7 antag -13, CHO parental Ca -11, M1 ag parental -0.3, OXTR agonist 0.5, CHO-K1 Ca antag 2, V1aR counter -1.2, M1 PAM parental -10 and TAAR1 antagonist -10.
CN(CC(=O)O)S(=O)(=O)c1ccc2[nH]c(=O)c(=O)[nH]c2c1 was read as OXTR potentiate -1, GPR7 antag -8, CHO parental Ca -14, M1 ag parental 0.0, OXTR agonist 0.6, CHO-K1 Ca antag -18, V1aR counter 0.9, M1 PAM parental 27 and TAAR1 antagonist -25.
